High-throughput results from PubChem BioAssay.
hIAP inh: human IAP inhibition; AID 2544; 0.12% of 330,000 active; inhibition, % at 10 µM; P09923; purified IAP, CDP-Star luminescence, 30 min;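 active means inhibition reaching a set limit with compound at 10 µM in the primary screen, cut at about 35% in these data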;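 further: plate controls were DMSO wells with enzyme for no effect and no-enzyme buffer wells for full effect; values of inactives mirror those of a sister screen read the other way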
Target sequence (P09923 whole entry, looked up): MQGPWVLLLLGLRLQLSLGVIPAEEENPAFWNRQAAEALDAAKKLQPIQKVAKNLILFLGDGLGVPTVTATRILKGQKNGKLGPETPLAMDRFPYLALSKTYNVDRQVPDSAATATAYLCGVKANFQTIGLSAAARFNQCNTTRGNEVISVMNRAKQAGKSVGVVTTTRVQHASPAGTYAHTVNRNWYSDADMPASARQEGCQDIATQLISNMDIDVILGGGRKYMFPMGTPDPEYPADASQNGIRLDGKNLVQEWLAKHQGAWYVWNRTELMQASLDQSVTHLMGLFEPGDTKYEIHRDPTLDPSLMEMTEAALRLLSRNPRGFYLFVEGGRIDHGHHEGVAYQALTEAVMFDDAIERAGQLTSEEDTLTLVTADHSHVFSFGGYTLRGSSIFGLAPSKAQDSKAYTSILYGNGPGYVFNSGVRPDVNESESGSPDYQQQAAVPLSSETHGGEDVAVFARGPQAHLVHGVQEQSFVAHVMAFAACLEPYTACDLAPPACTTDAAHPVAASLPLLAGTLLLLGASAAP
APOBEC3A inh: human APOBEC3A DNA deaminase inhibition; P31941; recombinant A3A, FAM/TAMRA ssDNA deamination fluorescence; inhibition, % at 20 µM; 0.41% of 330,000 active;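 active means at least 40% inhibition at 20 µM here, with at most 30% in a related deaminase screen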;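 further: plate controls were A3A with DMSO for no effect and wells lacking A3A enzyme for full effect; some results filed as inactive read as strong as hits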
Target sequence (P31941 whole entry, looked up): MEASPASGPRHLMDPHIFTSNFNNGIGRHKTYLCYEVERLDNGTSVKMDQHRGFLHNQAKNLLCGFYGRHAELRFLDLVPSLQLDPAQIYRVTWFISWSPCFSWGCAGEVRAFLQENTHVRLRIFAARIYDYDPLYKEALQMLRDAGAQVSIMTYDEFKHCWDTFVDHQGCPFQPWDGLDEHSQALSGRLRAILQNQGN
mIAP block: mouse IAP inhibition | inhibition, % at 10 µM | 0.2% of 330,000 active | purified mouse IAP, CDP-Star luminescence, 30 min | AID 2806;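 active means inhibition of at least 40% at 10 µM in the primary screen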;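 further: plate controls were DMSO with enzyme for no effect and no enzyme wells for full effect; values of inactives mirror those of a sister screen read the other way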
hIAP activ: human IAP activation; activation factor at 10 µM; 0.16% of 330,000 active; purified human IAP, CDP-Star luminescence, 30 min; active compounds read high; 1 = vehicle-only enzyme, 0 = enzyme-free background; P09923;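 active means activation factor of the enzyme at least 2-fold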; further: the source names both 10 and 20 µM as test concentration; values of inactives mirror those of a sister screen read the other way
ATG4B inhibitor: ATG4B (human) cysteine protease inhibition; Q9Y4P1; ATG4B cleavage of LC3-PLA2, NBD-HPC fluorescence, 1 h; inhibition, % at 8.33 µM; 0.51% of 340,000 active; in the data active means inhibition above about 40%
MPTP inh: inhibitors of mitochondrial permeability transition pore; isolated mouse mitochondria, Ca2+ swelling absorbance, 30 min; inhibition, % at 10 µM; 1.4% of 360,000 active; AID 602449;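 active means inhibition of 50% or more, scaled per plate between neutral and stimulator controls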;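 further: 0% = DMSO wells given calcium and 100% = 1 mM EGTA wells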
APOBEC3G inh: blocks human APOBEC3G single-stranded DNA deamination. inhibition, % at 20 µM. Q9HC16. 0.28% of 330,000 active. recombinant A3G, ssDNA deamination FAM/TAMRA fluorescence;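 active means inhibition of at least 40% at 20 µM, with no more than 30% in the related APOBEC3A deaminase screen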;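 further: plate controls were DMSO wells with A3G for no effect and wells lacking A3G enzyme for full effect; some compounds called inactive have numbers as strong as hits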
Target sequence (Q9HC16 whole entry, looked up): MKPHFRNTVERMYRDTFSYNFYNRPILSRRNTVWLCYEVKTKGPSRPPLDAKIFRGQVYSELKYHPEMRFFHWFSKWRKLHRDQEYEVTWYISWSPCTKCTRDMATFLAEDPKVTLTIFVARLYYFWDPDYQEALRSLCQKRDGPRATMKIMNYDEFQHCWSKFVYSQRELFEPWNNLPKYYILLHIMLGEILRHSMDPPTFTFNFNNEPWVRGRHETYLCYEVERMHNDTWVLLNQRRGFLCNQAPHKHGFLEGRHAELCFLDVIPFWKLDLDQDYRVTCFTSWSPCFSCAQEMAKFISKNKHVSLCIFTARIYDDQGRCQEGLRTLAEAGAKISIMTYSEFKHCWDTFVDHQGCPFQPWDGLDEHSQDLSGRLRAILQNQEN
beta cell repl: inducers of beta-cell replication in MIN6 cells; MIN6 cells proliferation, ATPlite luminescence, 48 h; cells starved in 0.2% serum; 100% = growth in 10% serum; proliferation, % at 10 µM; 0.29% of 330,000 active;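 active means compounds whose signal lies at least 3.5 SD above the mean of all wells on their plate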;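 further: 0% = DMSO-treated cells in low-serum medium and 100% = 10% serum control; some compounds called inactive have numbers as strong as hits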
mIAP activ: mouse IAP activation | muIAP, CDP-Star luminescence, 30 min; active compounds read high; 1 = vehicle-only enzyme signal, 0 = enzyme-free wells | 0.24% of 330,000 active | activation factor at 10 µM;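 active means activation factor of at least 2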; further: the source names both 10 and 20 µM as test concentration; values of inactives mirror those of a sister screen read the other way
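Assay system: mouse IAP enzyme / Compound: DMSO-dissolved test compounds / Timing: 30 min, room temperature / Measured by: luminescence from enzymatic CDP-Star hydrolysis / Control set: DMSO-only wells, enzyme-free buffer wells as negative control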
The depositor's hits bear a star; nt = no result given. An unsorted share of the library; 3.3% or so of the library scored in one or more.

Every second line gives: hIAP inh | APOBEC3A inh | mIAP block | hIAP activ | ATG4B inhibitor | MPTP inh | APOBEC3G inh | beta cell repl | mIAP activ
#1 O=C(CSc1nc2scc(-c3ccccc3)c2c(=O)[nH]1)N1CCOCC1
    -11 | -2 | 9 | 1.1 | 2 | 1.6 | -11 | 3 | 0.91
#2 Cc1ccc(S(=O)(=O)N2CCN(CC(O)CN3CCOCC3)CC2)cc1 (configuration not stated)
    -2 | -2 | 2 | 1 | 4 | 0.3 | -7 | 2 | 0.97
#3 CN1CCN(C(=O)CSc2nc(-c3cccs3)ccc2C#N)CC1
    -19 | -5 | -13 | 1.2 | 0 | 0.4 | -6 | -3 | 1.1
#4 COc1ccccc1N1C(=O)c2ccccc2NC1c1ccc(O)cc1 (configuration not stated)
    12 | 4 | -2 | 0.88 | -1 | -0.3 | -6 | 0 | 1
#5 Cc1cc2c(c(CO)c1CCO)C(=O)[C@@H](C)[C@@H]2O
    13 | -3 | -1 | 0.87 | 0 | -0.7 | -2 | -4 | 1
#6 O=C(CSc1ncnc2scc(-c3ccc(F)cc3)c12)c1ccc2c(c1)OCCO2
    1 | 1 | -1 | 0.99 | -11 | 0.3 | -7 | 1 | 1
#7 Cc1cccnc1NC(=O)c1ccc(S(=O)(=O)N2CCCCC2)cc1
    1 | 0 | 1 | 0.99 | -2 | -1.3 | -6 | 4 | 0.99
#8 O=C(Nc1ccccn1)c1ccc(S(=O)(=O)N2CCCCCC2)cc1
    10 | -1 | 5 | 0.9 | 5 | 0.3 | -11 | -3 | 0.95
#9 Cc1c(Cl)cccc1N(CC(=O)N1CCCCCC1)S(C)(=O)=O
    -8 | -4 | -3 | 1.1 | -14 | 1.9 | 2 | -2 | 1
#10 COc1cccc(NC(=O)CN(C)CC(=O)Nc2cccc(C(F)(F)F)c2)c1
    -4 | 3 | -8 | 1 | -10 | 2.1 | -5 | -2 | 1.1
#11 Cc1nc2ccc(C(=O)Nc3ccccc3Cl)cc2s1
    -4 | -6 | 2 | 1 | 0 | -0.9 | -3 | 0 | 0.98
#12 CCOC(=O)C(NCCc1ccc(F)cc1)(NC(=O)CC)C(F)(F)F (configuration not stated)
    -10 | 0 | -3 | 1.1 | -3 | -0.5 | -5 | 1 | 1
#13 O=C(c1ccc2c(c1)OCO2)C1CCCN(C(=O)Nc2ccc(F)cc2F)C1 (configuration not stated)
    -5 | 3 | 6 | 1 | 5 | 2.7 | -3 | 5 | 0.94
#14 COc1ccc(OC)c(NC(=O)COC(=O)Cn2nnc(-c3ccccc3)n2)c1
    -6 | -4 | -10 | 1.1 | -4 | 0.7 | -8 | -1 | 1.1
#15 CC(CC(F)(F)F)N1CCC(n2nccc2NC(=O)CCCc2ccccc2)CC1 (configuration not stated)
    -18 | -2 | -16 | 1.2 | 22 | 0.2 | -8 | -4 | 1.2

Values by screen from the list:
mIAP activ for entries 2–6 → 0.97, 1.1, 1, 1, 1
APOBEC3G inh for entries 2–6 → -7, -6, -6, -2, -7
mIAP block for entries 2–6 → 2, -13, -2, -1, -1

Among those listed so far, these have a Cl atom.
Every second line gives: hIAP inh | APOBEC3A inh | mIAP block | hIAP activ | ATG4B inhibitor | MPTP inh | APOBEC3G inh | beta cell repl | mIAP activ
#9 Cc1c(Cl)cccc1N(CC(=O)N1CCCCCC1)S(C)(=O)=O
    -8 | -4 | -3 | 1.1 | -14 | 1.9 | 2 | -2 | 1
#11 Cc1nc2ccc(C(=O)Nc3ccccc3Cl)cc2s1
    -4 | -6 | 2 | 1 | 0 | -0.9 | -3 | 0 | 0.98

Further compounds follow:
Every second line gives: hIAP inh | APOBEC3A inh | mIAP block | hIAP activ | ATG4B inhibitor | MPTP inh | APOBEC3G inh | beta cell repl | mIAP activ
#16 Cc1ccc(Br)c(NS(=O)(=O)c2cccc(C(=O)N3CCNC(=O)C3)c2)c1
    -11 | -3 | -6 | 1.1 | -6 | -1.9 | -7 | -3 | 1.1
#17 CCOC(=O)C(C)C1(O)c2ccccc2-c2ncccc21 (configuration not stated)
    2 | -5 | -4 | 0.98 | 1 | -0.4 | -10 | 0 | 1
#18 O=C(N/N=C/c1cccs1)C(=O)Nc1cccc(Cl)c1
    3 | -2 | 4 | 0.97 | -2 | 0.0 | -6 | 1 | 0.95
#19 CC(NC(=O)Cc1ccsc1)c1ccc(S(N)(=O)=O)cc1 (configuration not stated)
    8 | -3 | 5 | 0.92 | -13 | 8.8 | -3 | 0 | 0.95
#20 COc1ccc(OCC(=O)OCCN(C)C)cc1
    5 | -5 | -4 | 0.95 | -1 | 0.3 | -7 | 0 | 1
#21 Cc1ccc(CSCCNC(=O)CN(c2ccc(F)cc2)S(C)(=O)=O)cc1
    2 | -11 | -8 | 0.98 | -8 | 1.0 | -6 | -2 | 1.1
#22 CC(C)(CNC(=O)c1cc(=O)[nH]c2ccccc12)N1CCOCC1
    6 | 0 | -5 | 0.94 | -7 | -2.7 | -8 | 1 | 1.1
#23 COc1ccc(S(=O)(=O)Nc2c(C)nc3nc(C)[nH]n3c2=O)cc1
    1 | -5 | 0 | 0.99 | 5 | 0.0 | 2 | -2 | 1
#24 Cn1nnc2cc(C(=O)NCc3ccc4c(c3)OCO4)ccc21
    11 | 1 | -13 | 0.89 | 4 | -1.9 | 0 | 0 | 1.1
#25 O=S(=O)(c1ccc(F)c2ccccc12)N1CCCCC1
    -23 | 0 | 1 | 1.2 | -2 | -0.5 | 1 | -2 | 0.99
#26 CCN1CCCC1CNC(=O)c1cc2cc(F)ccc2[nH]1 (configuration not stated)
    -10 | -2 | -9 | 1.1 | -10 | 3.0 | -6 | 2 | 1.1
#27 CCOC(=O)c1c(NC(=O)Cn2c(=O)oc3ccccc32)oc(C)c1C(C)=O
    17 | -2 | 0 | 0.83 | 2 | -0.7 | -5 | -1 | 1
#28 COc1ccccc1C(=O)OC(C)CN1CCN(C)CC1 (configuration not stated)
    14 | -4 | -2 | 0.85 | 8 | 1.2 | -4 | -1 | 1
#29 Cc1ccc(C)c(S(=O)(=O)NC(C)C(=O)NCc2ccccn2)c1 (configuration not stated)
    18 | 5 | -1 | 0.82 | 5 | -0.8 | -2 | 6 | 1
#30 Cc1nn(CC(=O)Nc2ccc(S(=O)(=O)N(C)C)cc2)c(C)c1[N+](=O)[O-]
    9 | -1 | 7 | 0.91 | 7 | -0.5 | -2 | 0 | 0.93
#31 CCc1ccc2c(c1)C1(NN=C(c3cccc4ccccc34)S1)C(=O)N2 (configuration not stated)
    -19 | 0 | 19 | 1.2 | nt | 0.5 | -4 | -7 | 0.81
#32 O=C(CNC(=O)c1ccc(Cl)cc1Cl)OCC(=O)c1ccc2c(c1)OCCO2
    0 | -2 | 5 | 1 | -6 | -1.1 | -5 | 0 | 0.95
#33 Cc1ccc2c(c1)N(CC(=O)NCCc1ccc(Cl)cc1)C(=O)c1cccnc1O2
    10 | 0 | -8 | 0.9 | 2 | 0.2 | -4 | 4 | 1.1
#34 Cc1nc(NC(=O)c2ccccc2)sc1-c1csc(Nc2ccc(Cl)cc2Cl)n1
    20 | -5 | 12 | 0.8 | nt | nt | -10 | -6 | 0.88
#35 CCC(C)c1ccc(NC(=O)COC(=O)CCNC(=O)c2ccco2)cc1 (configuration not stated)
    6 | 0 | -11 | 0.94 | 2 | -0.8 | -5 | -3 | 1.1
#36 CC(NC(=O)C1CCCC1)c1ccc2c(c1)OCCO2 (configuration not stated)
    -7 | -15 | -1 | 1.1 | 0 | -0.5 | 2 | 0 | 1
#37 O=C(O)Cn1cc(C(=S)N2CCCCC2)c2ccccc21
    4 | -2 | 8 | 0.96 | -4 | -1.3 | 2 | -1 | 0.92
#38 CCOc1ccc(S(=O)(=O)N2CCN(C(=S)NCc3ccccc3)CC2)cc1
    17 | 2 | -29 | 0.83 | -8 | 3.4 | -8 | -3 | 1.3
#39 Cc1ccc(NC(=O)NNC(=O)COc2ccc(Cl)cc2)cc1
    -8 | 0 | -4 | 1.1 | 2 | -1.3 | 0 | -2 | 1
#40 COc1ccc(OC)c(CN2CCN(C(=O)c3ccc(NS(=O)(=O)c4cccc([N+](=O)[O-])c4)cc3)CC2)c1
    3 | 0 | -2 | 0.97 | 2 | -0.8 | 2 | -6 | 1
#41 C=CCOc1c(Cl)cc(CNc2ccc(C)c(Cl)c2)cc1OC
    6 | 0 | 5 | 0.94 | nt | nt | -2 | -6 | 0.95
#42 CC(C)(C)OC(=O)NNC(=O)c1ccc(Cl)cc1
    -16 | -4 | 1 | 1.2 | -2 | 1.9 | -9 | 2 | 0.99
#43 O=C(CCc1ccc(S(=O)(=O)N2CCOCC2)cc1)NN=C1CCCCCCC1
    -3 | 4 | -2 | 1 | -3 | 2.7 | -5 | -1 | 1
#44 CCC(CC)C1C(C#N)=C(N)SC(N)=C1C#N
    -2 | -4 | 23 | 1 | -3 | 17 | -6 | 2 | 0.77
#45 O=C1C(=O)N(CCOCCO)C(c2ccccn2)/C1=C(\O)c1ccccc1 (configuration not stated)
    -6 | -3 | -16 | 1.1 | -9 | -1.0 | -5 | -4 | 1.2
#46 Cc1c(C)c2ccc(OCC(=O)N(C)C3CCS(=O)(=O)C3)c(C)c2oc1=O (configuration not stated)
    -10 | 0 | -1 | 1.1 | 19 | -0.6 | 5 | -2 | 1
#47 Cc1ccsc1C1C(C#N)=C(N)OC2=C1C(=O)CC(C)C2 (configuration not stated)
    -2 | -7 | -12 | 1 | -1 | -1.3 | -4 | 1 | 1.1
#48 CCOc1ccc(OCCC(=O)OCC(=O)Nc2ccc(Cl)cn2)cc1
    8 | 0 | 4 | 0.92 | 1 | 2.4 | -2 | 6 | 0.95
#49 CN(C)S(=O)(=O)c1cccc(COc2cccnc2[N+](=O)[O-])c1
    12 | 15 | 7 | 0.88 | -1 | -2.2 | -9 | 1 | 0.93
#50 O=C(CCC1CCCN(C(=O)c2ccncc2)C1)NCc1ccc(F)c(F)c1 (configuration not stated)
    -10 | -4 | 3 | 1.1 | -3 | 5.8 | -4 | -4 | 0.97
#51 O=C(O)c1ccc(-c2ccc(OS(=O)(=O)c3ccccc3F)cc2)cc1
    20 | 4 | 6 | 0.8 | 12 | -2.3 | 2 | -1 | 0.94
#52 N[C@@H](Cc1ccccc1)c1nnc2sc(SCc3ccccc3)nn12
    3 | -1 | -1 | 0.97 | 1 | 0.7 | -2 | -1 | 1
#53 CCc1ccc(C2CC(c3ccc(Cl)cc3)n3nc(N)nc3N2)cc1 (configuration not stated)
    -28 | 1 | 5 | 1.3 | -3 | 13 | -1 | 4 | 0.95
#54 CCOC(=O)c1cnc(-c2ccccc2)nc1N
    9 | 1 | 10 | 0.91 | -2 | -2.1 | -10 | -3 | 0.9
#55 Nc1nc2c(c(=O)[nH]1)C(c1ccccc1)C1=C(N2)c2ccccc2C1=O (configuration not stated)
    21 | -5 | 3 | 0.79 | -1 | 1.8 | -7 | -2 | 0.97
#56 CN1CCc2c(sc3c2c(NCc2ccco2)nc2nnnn23)C1
    -4 | 9 | 20 | 1 | -12 | 0.7 | 17 | -3 | 0.8
#57 O=C(O)CC(NC(=O)c1ccncc1)c1ccccc1 (configuration not stated)
    -3 | -2 | -3 | 1 | -4 | 0.0 | -6 | -1 | 1
#58 CC1C(=O)N2CCCc3cc(NC(=O)COc4ccc(Cl)cc4)cc1c32 (configuration not stated)
    1 | -2 | -2 | 0.99 | 0 | -1.2 | -7 | 8 | 1
#59 CC(C)[C@H](NS(=O)(=O)c1ccccc1)C(=O)OCC(=O)Nc1ccccc1Sc1ccccc1
    -6 | -3 | 4 | 1.1 | 94* | 3.6 | -5 | -6 | 0.96
#60 Cc1nc(N)c(Cc2ccccc2F)c(N)n1
    8 | 1 | 1 | 0.92 | 6 | -1.9 | 1 | 3 | 0.99
